Compound activity: PubChem BioAssay, several laboratories
TPT1 inh: blocks Candida albicans tRNA 2'-phosphotransferase; recombinant caTPT1, FP RNA substrate dephosphorylation; inhibition, % at 5 µM; hit rate 0.81% among 300,000; AID 1962;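 active = inhibition above the mean of all tested compounds plus 3 SD, set per screening campaign, cut at about 24% in these data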;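 note: plate controls were DMSO alone for no effect and ferristatin control at 100 nM for full effect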
PP1 inh: blocks human PP1-alpha phosphatase, a PP5 counter-screen; P62136; purified PP1alpha, OMFP fluorescence; inhibition, % at 6.7 µM; hit rate 0.9% among 320,000; AID 2235;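 active = inhibition above the mean inhibition of all tested compounds plus 3 SD, computed separately for each screening campaign, cut at about 15% in these data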
Target sequence (P62136 whole entry, looked up): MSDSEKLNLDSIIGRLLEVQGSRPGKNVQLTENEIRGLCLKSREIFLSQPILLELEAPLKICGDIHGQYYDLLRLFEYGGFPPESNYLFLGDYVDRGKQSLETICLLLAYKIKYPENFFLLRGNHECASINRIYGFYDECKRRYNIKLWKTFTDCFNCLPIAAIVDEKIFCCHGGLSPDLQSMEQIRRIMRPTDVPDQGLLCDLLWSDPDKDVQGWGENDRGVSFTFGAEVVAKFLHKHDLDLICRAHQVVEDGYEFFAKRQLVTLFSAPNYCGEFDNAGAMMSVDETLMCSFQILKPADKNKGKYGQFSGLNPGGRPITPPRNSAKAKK
EBNA-1 inh: blocks EBNA-1 binding to DNA. hit rate 0.34% among 300,000. EBNA-1 DNA binding, fluorescence polarization. inhibition, % at 14.8 µM; in the data active = inhibition above about 28%
HCV core dimer: blocks dimerization of HCV core protein; TR-FRET GST/Flag-core106 dimerization, 1536-well; inhibition, % at 5 µM; hit rate 0.33% among 300,000; AID 1899;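 active = inhibition above the mean of all tested compounds plus 3 SD, set per screening campaign, cut at about 45% in these data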
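System: GST-tagged and Flag-tagged HCV core protein residues 1-106 / Input: core106 proteins, GST 13.5 nM and Flag 17 nM / Buffer or medium: KF-containing HEPES buffer, pH 7.45, DTT, CHAPS, BSA / Probe or stimulus: Eu-anti-GST and XL665-anti-Flag labelled anti-tag antibodies / Schedule: 4 h, 22.5 °C incubation / Technique: TR-FRET 671 and 617 nm emission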
PP5 primary: inhibitors of human protein phosphatase 5 (PP5); inhibition, % at 6.7 µM; hit rate 0.18% among 320,000; purified PP5c, OMFP substrate fluorescence; P53041; AID 1987;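 active = inhibition above the campaign's mean inhibition across all tested compounds plus 3 SD, cut at about 9.5% in these data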;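 note: 0% = DMSO only and 100% = 100 µM cantharidin control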
CTSL1 counter: cathepsin L1 inhibition, PFM18AAP counter-screen. AID 1906. inhibition, % at 5.96 µM. hit rate 0.49% among 300,000. recombinant F. hepatica cathepsin L1, Z-Leu-Arg-MCA fluorescence;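 active = inhibition above the mean of all tested compounds plus 3 SD, set per screening campaign, cut at about 17% in these data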;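 note: 0% = plate median of test compound wells and 100% = 1 µM Z-Phe-Ala-diazomethylketone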
Efflux pump mplx: inhibitors of Candida antifungal efflux pumps expressed in yeast. inhibition, % at 10 µM. hit rate 0.44% among 330,000. AID 485275. S. cerevisiae Candida pump triplex, Nile Red efflux;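 active = plate passing quality check with inhibition over a set limit, or well fluorescence over plate mean plus 4 SD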;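 note: Nile Red retained in pooled yeast measured as flow cytometry median fluorescence; 0% = buffer negative control and 100% = Enniatin B positive control; higher means more Nile Red kept so more efflux inhibition; some compounds called inactive have numbers as strong as hits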
ZTA DNA inh: ZTA (EBV) inhibition in EBNA-1 counter-screen. P03206. ZTA-DNA binding, fluorescence polarization. inhibition, % at 11 µM. hit rate 0.15% among 320,000. AID 2234; in the data active = inhibition above about 33%
PREPL inhibitor: inhibits the human prolyl oligopeptidase-like enzyme | Q4J6C6 | recombinant PREPL, fluorescence polarization activity-based probe | inhibition, % at 5.96 µM | hit rate 0.68% among 320,000; in the data active = inhibition above about 43%;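 note: 0% = enzyme with DMSO and 100% = wells lacking enzyme; many of its hits are not listed in these tables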
Target sequence (Q4J6C6 whole entry, looked up): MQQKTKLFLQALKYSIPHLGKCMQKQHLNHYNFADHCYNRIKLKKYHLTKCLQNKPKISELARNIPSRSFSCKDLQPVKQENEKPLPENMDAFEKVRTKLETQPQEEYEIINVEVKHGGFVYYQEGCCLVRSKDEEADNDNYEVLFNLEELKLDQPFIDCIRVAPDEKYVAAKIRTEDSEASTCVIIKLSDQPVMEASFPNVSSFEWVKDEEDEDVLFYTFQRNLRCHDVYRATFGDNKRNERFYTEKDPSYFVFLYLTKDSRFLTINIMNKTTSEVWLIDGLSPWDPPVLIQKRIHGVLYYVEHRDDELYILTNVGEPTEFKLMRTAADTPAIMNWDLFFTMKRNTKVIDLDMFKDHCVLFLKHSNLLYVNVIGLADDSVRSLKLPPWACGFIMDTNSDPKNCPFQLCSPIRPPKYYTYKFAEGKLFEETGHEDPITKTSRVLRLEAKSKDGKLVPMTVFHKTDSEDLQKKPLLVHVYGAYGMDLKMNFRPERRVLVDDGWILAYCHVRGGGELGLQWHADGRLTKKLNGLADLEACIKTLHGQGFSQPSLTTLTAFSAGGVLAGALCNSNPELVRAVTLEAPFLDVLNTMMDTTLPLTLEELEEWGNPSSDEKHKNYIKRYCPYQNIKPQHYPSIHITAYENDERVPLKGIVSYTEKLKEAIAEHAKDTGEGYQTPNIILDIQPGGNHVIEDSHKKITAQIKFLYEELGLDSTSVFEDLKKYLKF
The depositor's hits bear a star; . = not tested or not shown.

SMILES | TPT1 inh | PP1 inh | EBNA-1 inh | HCV core dimer | PP5 primary | CTSL1 counter | Efflux pump mplx | ZTA DNA inh | PREPL inhibitor
CN(C)c1nc(=NCc2ccco2)ss1 | -2.6 | -0.1 | 10.6 | 5.2 | 1.7 | -0.4 | -0.4 | 10.7 | -0.3
CCc1nc(OCC(=O)c2ccccc2)c(C#N)c2c1COC(C)(C)C2 | -8.8 | 1.5 | -4.1 | 0.2 | -0.8 | -0.7 | -0.1 | -14.8 | 11.6
CCOc1ccc(C(=O)NCc2ccco2)cc1OCC | -2.5 | -0.4 | 2.4 | 8.8 | -0.4 | -5.6 | -0.1 | 10.1 | -8.6
Nc1nnc(SCC(=O)OCc2ccccc2)s1 | 1.6 | -1.9 | -0.9 | -1.6 | -0.6 | -6.2 | -0.1 | -0.4 | -3.9
O=C(Nc1cccnc1)c1ccc(COc2ccccc2Cl)o1 | 1.6 | 3.1 | 0.8 | -1.3 | 1.6 | -2.0 | -0.1 | 14.7 | -20.6
CCC(c1nnnn1C(C)C)N1CCN(C2CCCC2)CC1 (centres undefined) | 3.6 | -0.8 | -10.4 | -1.1 | -1.9 | 1.9 | -0.1 | -6.3 | 4.4
COc1ccc(OCCCC(=O)OCC(=O)Nc2nnc(-c3ccccc3)o2)cc1 | . | 7.7 | . | . | 2.6 | . | 0.4 | 10.6 | 14.2
CCOC(=O)C1=C(C)NC(=S)NC1c1ccc(OCC(=O)N2CCCCCC2)cc1 (centres undefined) | -1.5 | -1.1 | -13.4 | 1.6 | 2.7 | 4.6 | 0.2 | -2.9 | 9.3
Cc1ccc(-c2nnc(SCC(N)=O)nc2-c2ccc(C)cc2)cc1 | -0.3 | -1.1 | -0.4 | 5.0 | 1.2 | 0.8 | 0.1 | 4.2 | -12.2
COc1ccc(CCNC(=O)CCNC(=O)c2ccc(Br)cc2)cc1OC | -1.5 | 0.1 | -4.5 | -1.4 | 1.1 | -0.7 | 2.6 | -0.2 | 2.8
Cc1nc2scc(C)n2c(=O)c1S(=O)(=O)NCC1CCN(Cc2ccc(Cl)cc2)CC1 | -1.8 | 0.5 | -1.0 | -3.4 | 1.0 | 0.8 | -0.1 | 9.6 | 6.6
Cc1cc(F)ccc1NC(=O)CCc1c(C)nn(-c2ccc(N3CCCCC3)nn2)c1C | -2.5 | 1.0 | 0.4 | -6.2 | 0.7 | 0.0 | -0.1 | 1.9 | 4.0
CC(C)N(C(=O)COC(=O)CNC(=O)c1ccc(Br)cc1)c1ccccc1 | -1.4 | -6.9 | -10.5 | -6.1 | -5.0 | -8.6 | 0.4 | 5.7 | 18.3
CCC1(C)Cc2ccccc2-c2nc(NCCCO)n(-c3ccccc3)c(=O)c21 (centres undefined) | 0.3 | 3.3 | -6.9 | -6.2 | 4.5 | 0.4 | 0.2 | -14.0 | 7.8
CCc1ccc(NC(=O)NCc2ccc3c(c2)OCO3)cc1 | 0.6 | -0.8 | 6.5 | -7.7 | 1.1 | 1.1 | 0.0 | 4.0 | 3.1
Cc1cc(C(=O)N/N=C/c2ccco2)n[nH]1 | 1.6 | 1.4 | -7.3 | -6.8 | 2.9 | 5.9 | -0.1 | -10.1 | 7.6
Cc1ccc(-c2cnc(NC(=O)CCC(=O)N3CCCCC3)n2C)cc1 | -3.6 | 0.5 | 1.0 | -18.5 | -0.8 | 1.0 | 0.0 | -9.0 | 19.2
CCOc1ccccc1N(CC(=O)Nc1ccc(OC)c(OC)c1)S(=O)(=O)c1ccccc1 | -0.2 | 5.9 | 5.6 | 0.7 | 2.8 | -2.8 | -0.1 | 10.4 | 6.2
O=C(CC(C(=O)O)c1ccccc1)Nc1ccccc1 (centres undefined) | -1.6 | -2.3 | 1.0 | -7.8 | -1.1 | 0.2 | 1.9 | 13.4 | 11.5
COc1ccc(-c2nnc(COc3ccc4ccccc4c3)o2)cc1OC | 1.6 | 0.3 | 9.2 | 5.4 | 3.1 | 5.5 | 0.1 | -10.4 | -10.5
CCn1c(C)c(C)c2cc(C(=O)N3CCN(c4ccccc4)CC3)ccc21 | 4.0 | 3.2 | -9.2 | 16.7 | 2.4 | 8.9 | 0.3 | 5.8 | 20.9
CN(c1ccccc1)S(=O)(=O)c1ccc(NC(=O)COc2ccccc2)cc1 | 9.3 | 2.0 | 2.7 | 12.8 | 10.2* | -3.6 | -0.2 | 5.3 | -10.4
O=C(c1ccc(Cl)cc1)c1ccc(Oc2cc(NN3CCCCC3)c([N+](=O)[O-])cc2[N+](=O)[O-])cc1 | -1.3 | -3.4 | 3.6 | -11.5 | 0.4 | -0.9 | -0.1 | -12.9 | 7.0
CN1CCC(N(C)CC(=O)Nc2ccccc2N2CCOCC2)CC1 | -4.5 | 1.8 | -1.5 | -7.5 | 3.8 | -2.6 | -0.1 | -14.0 | -0.3
Cc1ccc(-c2c(C)n([O-])c3c([n+]2=O)CCC3)o1 | 0.1 | -5.3 | 3.6 | -1.1 | 1.2 | -0.3 | -0.1 | 23.2 | 8.0
O=C(NCc1ccc2c(c1)OCO2)c1ccc(S(=O)(=O)N2CCOCC2)cc1 | 2.0 | 1.2 | 0.1 | -2.5 | 0.0 | -3.0 | -0.2 | 1.0 | -1.4
COc1ccc(C(=O)NCCS(=O)(=O)N2CCC3(CC2)OCCO3)cc1 | -2.0 | -3.9 | 6.3 | -3.9 | 1.0 | -1.8 | -0.1 | -12.2 | 2.2
Cc1ccccc1C(=O)N1CCN(c2ccc(N3CCOCC3)nn2)CC1 | -0.8 | -1.5 | -0.1 | -0.8 | 0.1 | -1.1 | -0.2 | -2.1 | 5.8
CC(NC(=O)c1cc2ccccc2oc1=O)c1ccc(O)cc1 (centres undefined) | -0.5 | 1.7 | -3.1 | -3.8 | 1.4 | 1.3 | -0.2 | -0.6 | -10.1
Cc1ccc(NC(=O)C2CC(=O)Nc3ncnn32)c(C)c1 (centres undefined) | -2.1 | 1.8 | -3.5 | -2.0 | -1.6 | -19.8 | 0.1 | -7.7 | 1.8
CN1CCN(c2nc(Nc3ccccc3)nc(N)c2[N+](=O)[O-])CC1 | -3.4 | -3.1 | 3.1 | -0.6 | 2.2 | 7.3 | 0.0 | 5.5 | -1.2
COc1ccc(C#Cc2ccc3c(c2)c(=O)c2ccccc2n3C)cc1 | 0.7 | -0.9 | -0.7 | -138.6 | 3.8 | 0.3 | 0.0 | 0.4 | 0.7
CCn1c(-c2ccc3ncccc3c2)n[nH]c1=S | 2.4 | -7.5 | -8.7 | -30.0 | -2.7 | -3.5 | 0.3 | -12.4 | 14.6
O=C(CN1C(=O)/C(=C/c2c(F)cccc2Cl)Oc2ccccc21)NCc1ccco1 | -0.5 | -0.4 | 2.0 | 5.8 | 4.8 | -1.6 | 0.1 | -21.1 | -53.5
O=C(c1ccccc1)c1cc2ccc(O)cc2oc1=O | -3.5 | 0.0 | 11.6 | -4.1 | -0.4 | 3.9 | 0.0 | 6.2 | 9.3
COCCn1c(SCC(=O)N2CCCCC2)nc2cccnc21 | -1.0 | -3.8 | 1.7 | 0.0 | -0.4 | -1.3 | -0.1 | -11.1 | -6.8
O=C(CCc1nc2ccccc2c(=O)[nH]1)NNC(=O)c1ccc(Cl)cc1 | 2.5 | -2.6 | 4.5 | 2.6 | 0.0 | -2.4 | 0.1 | 13.8 | 0.2
Cc1ccc(-c2ccc(CCC(=O)O)n2NC(=O)c2ccco2)cc1 | -0.5 | 1.2 | -7.9 | -6.8 | 3.7 | 2.7 | 0.1 | -4.6 | -7.3
COc1cc(/C=C(\C#N)c2nn(CCO)c(N)c2C#N)cc(OC)c1OC | 3.5 | -1.4 | -0.7 | -1.1 | 1.4 | -2.7 | -0.2 | -0.2 | 3.0
Cc1ccc(-n2c(SCC(=O)N3CCOCC3)nnc2-c2ccncc2)cc1 | 2.5 | -0.8 | -6.7 | -0.3 | 0.7 | -2.3 | -0.1 | -2.5 | 4.2
O=C(Nc1ncccc1O)c1ccc(Cl)c(S(=O)(=O)N2CCCCC2)c1 | -0.9 | -4.4 | 7.9 | -0.7 | -0.6 | -0.4 | -0.1 | 5.8 | 4.1
COc1ccc(OC)c(-c2cc(C(=O)Nc3sc4c(c3C#N)CCC(C)C4)c3ccccc3n2)c1 (centres undefined) | 0.0 | 1.0 | -12.8 | 21.0 | 3.3 | -3.1 | 0.3 | -10.5 | 1.2
Cc1ccc(-n2c(C)cn(C(=O)c3ccccc3)c2=S)cc1 | -0.4 | 1.1 | -9.3 | 5.3 | 3.1 | -0.5 | -0.1 | -1.7 | -0.8
CCN1CCN(c2ccc(NC(=O)c3ccc(F)cc3)cc2Cl)CC1 | 0.1 | 0.1 | 5.4 | 2.4 | 0.4 | 3.3 | -0.1 | 2.6 | 10.4
Cc1c(CC(=O)NCCCO)c(=O)oc2cc3c(cc12)CCC(C)(C)O3 | -3.4 | -3.7 | 0.3 | 7.9 | 0.4 | 2.8 | 0.0 | 2.1 | -0.6

Two entries from above, reformatted:
| smiles | TPT1 inh | PP1 inh | EBNA-1 inh | HCV core dimer | PP5 primary | CTSL1 counter | Efflux pump mplx | ZTA DNA inh | PREPL inhibitor |
| --- | --- | --- | --- | --- | --- | --- | --- | --- | --- |
| O=C(c1ccccc1)c1cc2ccc(O)cc2oc1=O | -3.5 | 0.0 | 11.6 | -4.1 | -0.4 | 3.9 | 0.0 | 6.2 | 9.3 |
| COCCn1c(SCC(=O)N2CCCCC2)nc2cccnc21 | -1.0 | -3.8 | 1.7 | 0.0 | -0.4 | -1.3 | -0.1 | -11.1 | -6.8 |

New compounds follow:
SMILES | TPT1 inh | PP1 inh | EBNA-1 inh | HCV core dimer | PP5 primary | CTSL1 counter | Efflux pump mplx | ZTA DNA inh | PREPL inhibitor
O=C1C(=O)N(CCN2CCOCC2)C(c2ccc(F)cc2)/C1=C(/O)c1ccc(S(=O)(=O)N2CCOCC2)cc1 (centres undefined) | -2.8 | 2.3 | -6.5 | -38.9 | 3.7 | 4.6 | -0.2 | -5.4 | 10.2
CN(CC(=O)Nc1ccc(S(=O)(=O)N2CCCC2)cc1)Cc1c(F)cccc1Cl | 3.2 | -0.9 | -5.8 | 2.5 | 0.9 | -5.4 | 0.1 | -2.5 | 9.8
O=C(Nc1cccc(C(F)(F)F)c1)c1n[nH]c(Cn2cncn2)n1 | -1.3 | 1.7 | -1.5 | -1.8 | 2.2 | -0.6 | -0.5 | -10.9 | 8.1
CN(CC(=O)Nc1ccc(F)c(F)c1F)C(=O)CN1C(=O)NC2(CCCC2)C1=O | 0.7 | -3.7 | -12.7 | 0.6 | -0.6 | -1.6 | 0.0 | 10.3 | -5.8
Cn1nnnc1SCCNS(=O)(=O)c1ccccc1 | -4.3 | 0.9 | 8.2 | -7.5 | -1.1 | 1.7 | 0.0 | -7.9 | -7.2
Cc1ccc(NC2=C(Cl)C(=O)OC2OC(C)C)c(C)c1 (centres undefined) | -0.6 | 1.0 | 2.3 | -5.5 | 0.8 | -1.8 | -0.1 | -15.6 | -3.2
O=[N+]([O-])/C(=C\Nc1ccccc1Cl)S(=O)(=O)c1ccccc1 | -0.4 | -1.4 | 0.2 | -3.6 | -1.0 | 2.8 | -0.1 | -10.7 | 1.4
NC(=O)NC(=O)CN1c2cccc3cccc(c23)S1(=O)=O | 0.1 | 3.2 | -6.8 | -4.6 | 0.2 | 1.7 | 0.8 | -17.0 | 13.0
CC(C)n1cnc2c(Nc3ccc(F)c(Cl)c3)nc(NCCO)nc21 | -3.7 | -2.2 | 6.4 | -7.8 | 3.4 | 1.4 | 0.1 | 3.0 | 19.5
COc1ccc(S(=O)(=O)N2CCOCC2)cc1NC(=O)COC(=O)C1=COCCO1 | -2.8 | -4.5 | 9.7 | 4.4 | -2.1 | -7.9 | 0.0 | -8.8 | 4.8
O=C(CSc1nnc(-c2c[nH]c3ccccc23)o1)c1ccccc1 | 0.5 | 0.4 | 25.8 | -3.5 | 0.2 | -2.5 | 0.0 | 12.3 | 2.3

This is a subset; count on the stated rates, not on these rows.
